# Bioassay records from PubChem.
# APP 5'UTR act = APP 5'UTR luciferase reporter activation; SH-SY5Y APP 5'UTR luciferase reporter, luminescence; zero percent = DMSO vehicle wells; activation, % at 2 µM; 190,000 compounds, 1% hits; AID 1276;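 active = activation above a set limit, based on mean plus 3 SD of controls, cut at about 140% in these data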; also: values of inactives mirror those of a sister screen read the other way
# TNAP inh noacc = inhibitors of human TNAP without phosphate acceptor; purified TNAP, CDP-star luminescence, 30 min; inhibition, % at 20 µM; 200,000 compounds, 0.26% hits;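 active = tissue-nonspecific alkaline phosphatase inhibition above about 50% at 20 µM in the single-dose screen, limit read from the data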;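 also: 0% = DMSO negative control and 100% = EDTA positive control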
# Target sequence (P05186 whole entry, looked up): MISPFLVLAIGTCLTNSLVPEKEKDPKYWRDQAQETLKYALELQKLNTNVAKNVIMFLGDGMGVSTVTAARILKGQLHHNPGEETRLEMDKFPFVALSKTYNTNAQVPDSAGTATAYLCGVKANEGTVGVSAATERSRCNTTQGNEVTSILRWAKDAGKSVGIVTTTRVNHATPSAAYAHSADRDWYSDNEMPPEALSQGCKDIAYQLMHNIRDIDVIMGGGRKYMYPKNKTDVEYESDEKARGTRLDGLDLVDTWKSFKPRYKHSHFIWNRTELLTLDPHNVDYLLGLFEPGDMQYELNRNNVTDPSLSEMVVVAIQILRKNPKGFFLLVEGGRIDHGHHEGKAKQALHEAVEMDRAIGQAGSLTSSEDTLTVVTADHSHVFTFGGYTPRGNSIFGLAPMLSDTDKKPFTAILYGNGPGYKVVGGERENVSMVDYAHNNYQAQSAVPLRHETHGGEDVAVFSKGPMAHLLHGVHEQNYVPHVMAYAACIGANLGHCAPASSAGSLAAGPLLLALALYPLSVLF
# TNAP act hi DEA = increases human TNAP activity under high phosphate acceptor concentration. P05186. purified TNAP, CDP-star luminescence, 1 M DEA, 30 min; stronger effect = higher value; 0 = EDTA background, 1 = DMSO-only activity. activation factor at 20 µM. 200,000 tested, under 10 active;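 active = activation factor at least 2 at 20 µM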
#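 Assay system: human TNAP; Input: enzyme diluted 1/800 final; Reagent: CDP-star luminogenic substrate at 100 µM final; Timing: 30 min, room temperature; Signal: luminescence; Evaluation: TNAP activation factor scaled between EDTA and DMSO control wells.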
# PMI act satM6P = PMI (human) activation, high substrate | P34949 | coupled PMI enzyme assay, resazurin fluorescence, 20 min; stronger effect = higher value; 1 = untreated enzyme, 0 = substrate-free blank | activation factor at 20 µM | 190,000 compounds, 0.34% hits | AID 1216;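 active = activation factor of 2 or more at 20 µM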
#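 Test system – human PMI in coupled enzyme assay · Timing – 20 min incubation at room temperature · Detection – Diaphorase-driven resazurin-to-resorufin fluorescence, excitation 544, emission 590 nm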
# FLuc stim CS = firefly luciferase counter-screen for stimulation assays. P08659. ATPlite luciferase biochemical, luminescence, 10 min; 0 = ATP-free wells, 1 = DMSO control. activation factor at 10 µM. 200,000 tested, under 10 active. AID 1027;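 active = luciferase activation factor, scaled between plate controls, of at least 2 with compound at 10 µM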
# Target sequence (P08659 whole entry, looked up): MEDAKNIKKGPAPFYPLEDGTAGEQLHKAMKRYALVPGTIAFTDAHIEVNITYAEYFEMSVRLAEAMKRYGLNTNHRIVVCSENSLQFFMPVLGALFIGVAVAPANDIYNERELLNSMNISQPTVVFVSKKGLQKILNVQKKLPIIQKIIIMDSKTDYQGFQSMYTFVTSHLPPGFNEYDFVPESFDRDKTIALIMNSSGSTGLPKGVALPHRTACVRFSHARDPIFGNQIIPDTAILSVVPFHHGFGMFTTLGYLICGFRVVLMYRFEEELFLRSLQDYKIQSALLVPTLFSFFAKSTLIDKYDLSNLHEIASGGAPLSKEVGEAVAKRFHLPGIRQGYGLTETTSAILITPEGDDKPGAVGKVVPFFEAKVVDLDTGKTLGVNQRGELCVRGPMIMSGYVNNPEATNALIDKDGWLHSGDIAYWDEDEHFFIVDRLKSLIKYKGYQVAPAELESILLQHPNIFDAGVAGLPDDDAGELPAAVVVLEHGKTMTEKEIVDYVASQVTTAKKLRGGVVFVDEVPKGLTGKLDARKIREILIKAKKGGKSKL
#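 System: Luciferase/luciferin detection reagent, cell-free biochemical luciferase assay | Medium: PBS buffer for ATP | Dosing: Test compounds dosed from 2 mM stocks in 100% DMSO | Timing: 10 min at ambient temperature | Signal: Luminescence measurement of luciferase light output | Evaluation: Luciferase activation, seen as luminescence increase over controls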
# FLuc inh counter = inhibits firefly luciferase, flagging false hits in luciferase inhibition screens; P08659; 200,000 compounds, 1.5% hits; inhibition, % at 10 µM; ATPLite firefly luciferase biochemical luminescence, 10 min;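 active = inhibition above about 50% when tested at 10 µM, limit read from the data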
# PMI activator = activators of human phosphomannose isomerase | activation factor at 20 µM | purified human PMI, coupled resazurin fluorescence, 20 min; stronger effect = higher value; 1 = vehicle control, 0 substrate-free wells | 190,000 compounds, 0.005% hits;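 active = activation factor of 2 or more at 20 µM, relative to plate controls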
# bIAP act = increases bovine intestinal alkaline phosphatase activity; purified bovine IAP, CDP-star luminescence, 30 min; stronger effect = higher value; fold of DMSO-control signal, blank-subtracted; activation factor at 20 µM; AID 1016; 200,000 compounds, 0.17% hits;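 active = activation factor of 2 or more at 20 µM, a signal rise over negative controls twice the positive control's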
# TNAP inh hiacc = TNAP (human) inhibition, high acceptor | inhibition, % at 20 µM | purified TNAP, CDP-star luminescence, 1 M DEA | 200,000 compounds, 0.03% hits | P05186;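 active = over 50% inhibition of tissue-nonspecific alkaline phosphatase at 20 µM in the single-dose screen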;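 also: plate controls were DMSO wells for no effect and EDTA-quenched wells as full inhibition for full effect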
# NF-kB neuron act = NF-kB expression increase, human neuronal cells; 190,000 compounds, 1.6% hits; fold change at 12.5 µM; NF-kB reporter expression; stronger effect = higher value; AID 1239; in the data active = fold change above about 3.3
# * hit, by the source's call; . = no result given.
SMILES,APP 5'UTR act,TNAP inh noacc,TNAP act hi DEA,PMI act satM6P,FLuc stim CS,FLuc inh counter,PMI activator,bIAP act,TNAP inh hiacc,NF-kB neuron act
COC(=O)c1sc(-c2ccccc2)cc1NC(C)=O,-9,-9,1,1,1.1,-6,0.9,1.1,0,1.1
COc1cccc(OC)c1C(=O)NC(=S)Nc1ccc2oc(-c3ccncc3)nc2c1,2,-12,1,1,1.1,-11,0.9,1.2,-2,1.1
COC(=O)CSc1n[nH]c(-c2cccnc2)n1,5,-4,1.1,1,1,-4,0.9,0.9,-5,1.3
O=C(NCc1ccco1)c1cccc(F)c1,-4,-7,1,1,1.1,-8,1,1,0,1.1
COc1ccc(N2CC(C(=O)N/N=C/c3ccc([N+](=O)[O-])cc3)CC2=O)cc1 (configuration not stated),-1,-5,1,1,1,1,1.1,1,2,0.92
O=C(/C=C/c1cccc([N+](=O)[O-])c1)NCCN1C(=O)S/C(=C\c2ccc(F)cc2)C1=O,25,-6,1.1,1,1.1,-11,1,0.9,-8,1.2
O=C(NCc1ccc(F)cc1)C1CCC(=O)N1CCc1ccccc1 (configuration not stated),16,-17,1.1,0.8,1,-3,0.9,0.9,-7,1.1
COc1ccc(CNC(=O)COC(=O)/C=C/c2cccc(Br)c2)cc1,1,-9,1,0.9,1.1,-6,1,1,-2,1.3
CCOC(=O)c1ccc(CSc2nnc(N)s2)cc1,41,-12,1.1,1,0.9,11,1,0.9,-7,2.1
O=C(N/N=C/c1ccc(O)cc1)c1[nH]c2ccc(Br)cc2c1-c1ccccc1,-94,-11,1,0.9,1.1,-5,0.8,0.9,-1,2.9
O=C(COC(=O)CCC1CCCC1)Nc1ccccc1Sc1ccccc1,12,-4,1,0.8,1,-2,1,0.9,-3,1.1
CN(CCC1CCOCC1)C(=O)CC1C(=O)NCCN1C/C=C/c1ccccc1 (configuration not stated),3,-3,1,0.9,1,-3,0.9,1.1,-2,1.5
COc1ccc(C2CC(c3ccccc3)=NN2C(=O)CN2CCN(Cc3ccccc3)CC2)cc1 (configuration not stated),1,-6,1,1.1,1.1,-10,1,1.1,-3,1
O=C(c1ccccc1)N1CCN(C(=O)c2ccccc2Br)CC1,-3,-2,1,1,1,-4,1,1,1,1.2
c1ccc(-c2csc(Nc3ccc4c(c3)OCCO4)n2)cc1,187*,-9,1,1,0.6,42,0.9,0.8,-4,4.8*
Cc1ccc(NC2CCCCC2NS(=O)(=O)c2ccc(Cl)cc2)cc1 (configuration not stated),.,-5,1,0.9,1.1,-5,0.9,1,-4,0.86
O=C(CSc1nnc(Cc2ccccc2)n1Cc1ccccc1)NCc1ccco1,-11,0,1.1,1.1,1,-2,1.2,1,-5,1.2
CCOc1ccc(NC(=S)Nc2ccc(OCc3ccccc3)cc2)cc1,-14,-12,1,0.8,1,2,0.8,1,-4,1.1
CCOc1ncccc1C(=O)N(CC)CC(=O)Nc1ccc(NC(C)=O)cc1,-10,-7,1.1,1,1.1,-9,1,1,-5,1.1
COc1ccc(C(=O)N2CCC(n3nnc4cc(F)ccc43)CC2)cc1OC,5,-5,1,1.1,1,-5,1.4,1.2,-1,1.1
N#Cc1ccccc1OCCCNC1CCCC1,-2,-7,1,1.1,1.1,-6,1.1,1,0,0.98
CCC(=O)Nc1c(C(=O)N2CCN(c3ccccn3)CC2)cnn1-c1ccc(Cl)cc1,1,-12,1,1,1,-4,1.1,0.8,-4,1
O=C1C(C=Nc2ccccc2O)=C(O)c2ccccc21,114,10,0.9,1.1,0.2,85*,1.2,1,8,5*
CCOC(=O)c1c(C)[nH]c(C)c1C(=O)COC(=O)c1ccccc1O,-20,-13,1,1,1,-4,1,0.5,1,0.67
O=c1c2[nH]c3ccc(F)cc3c2ncn1C1CCCCC1,-2,-9,1,1,0.9,6,1.1,0.9,-2,1.8
N#C/C(=C\c1ccc(Br)s1)C(=O)N1CCN(c2ccccc2)CC1,-1,3,1,0.9,1.1,-9,0.9,1,-1,0.92
COc1ccccc1CNCc1cc(Br)ccc1OC,4,-4,1,1,1.1,-6,1,1,1,1.1
Cc1cccc(Nc2nc(CC(=O)O)cs2)c1,21,3,1,1.2,1,-2,1.2,1.1,-4,1.4
Cc1nnc(N/N=C/c2ccc([N+](=O)[O-])cc2)n1N,8,-8,1,0.3,1,-1,0.8,0.9,2,1.1
Cc1ccnc(NC(=O)c2ccc([N+](=O)[O-])o2)c1,-13,-11,1,1,1,0,1,0.9,-2,1

# Profiles, quoted from the list:
# CCOc1ncccc1C(=O)N(CC)CC(=O)Nc1ccc(NC(C)=O)cc1 reads APP 5'UTR act = -10; TNAP inh noacc = -7; TNAP act hi DEA = 1.1; PMI act satM6P = 1; FLuc stim CS = 1.1; FLuc inh counter = -9; PMI activator = 1; bIAP act = 1; TNAP inh hiacc = -5; NF-kB neuron act = 1.1
# CCOc1ccc(NC(=S)Nc2ccc(OCc3ccccc3)cc2)cc1 reads APP 5'UTR act = -14; TNAP inh noacc = -12; TNAP act hi DEA = 1; PMI act satM6P = 0.8; FLuc stim CS = 1; FLuc inh counter = 2; PMI activator = 0.8; bIAP act = 1; TNAP inh hiacc = -4; NF-kB neuron act = 1.1
# O=C1C(C=Nc2ccccc2O)=C(O)c2ccccc21 reads APP 5'UTR act = 114; TNAP inh noacc = 10; TNAP act hi DEA = 0.9; PMI act satM6P = 1.1; FLuc stim CS = 0.2; FLuc inh counter = 85*; PMI activator = 1.2; bIAP act = 1; TNAP inh hiacc = 8; NF-kB neuron act = 5*

# (more compounds)
SMILES,APP 5'UTR act,TNAP inh noacc,TNAP act hi DEA,PMI act satM6P,FLuc stim CS,FLuc inh counter,PMI activator,bIAP act,TNAP inh hiacc,NF-kB neuron act
CC(C)OCCCNC(=O)c1sc(=S)n(C)c1N,-8,-8,1,0.9,1,-5,0.9,0.9,-1,1.5
CCCCCCn1c(NCC)nc2c1c(=O)[nH]c(=O)n2C,-2,-5,1,1.1,1,3,1,0.8,1,1
COc1ccccc1NS(=O)(=O)c1cccc(C(=O)NN=C2CCCCCC2)c1,-10,-1,1,1.1,1.1,-9,1,1,-2,1
O=C(O)CCC(=O)NNC(=O)COc1ccc2ccccc2c1Br,4,-2,1,1.2,1,3,1,1.5,-5,1
CCOC(=O)C1C(=O)CC(C)(O)C(C(=O)OCC)C1c1cc(Br)ccc1OC (configuration not stated),-14,-8,1.1,0.9,1,0,0.9,1,-7,1.2
O=C(Nc1ccc(N2CCN(Cc3ccccc3F)CC2)cc1)c1ccccc1[N+](=O)[O-],-6,-6,1,0.9,1.1,-9,1,0.9,-4,1
Cc1oc(-c2ccc(Cl)cc2)nc1CSCC(=O)NCCCN1CCOCC1,4,-4,1,0.9,1,3,0.9,1,2,0.79
Cn1c(=O)oc2cc(S(=O)(=O)NCc3ccccn3)ccc21,0,-12,1,1.1,1,0,1.1,1.1,-5,1.2
COc1cccc(C(=O)NC2CCN(C(=O)N3c4ccccc4Sc4ccccc43)CC2)c1,-1,-25,1,0.9,1,-4,0.9,1.3,-2,0.49
COC(=O)c1cc(C(=O)Nc2ccc(Cl)cn2)cc([N+](=O)[O-])c1,0,-11,1,1.1,1.1,-6,1.1,0.9,-3,1.1
CCc1c(C)sc(NC(=O)c2cnn3cccnc23)c1C#N,-18,-9,1,1,1,0,1,0.9,-3,1.5
COC(=O)NC1CCS(=O)(=O)C1 (configuration not stated),-17,-7,1,0.9,1,-2,1,0.9,-4,1
CSc1ncccc1C(=O)OCc1ccc(C#N)cc1,12,19,1.1,1.1,1,-4,1,0.9,-7,1.1
O=C1CCC(=O)N1c1ccc(S(=O)(=O)N2CCCC2)cc1,-10,-10,1,1,1,-3,1,1.1,1,1
O=C(Cc1csc(Nc2nc(=S)[nH]c3ccccc23)n1)NCCCN1CCN(c2ccccc2F)CC1,-14,-79,1,1.1,1.1,-5,1,1.1,-3,0.54
Cc1ccc2nc(NC(=O)C3CCN(S(=O)(=O)c4cccnc4)CC3)sc2c1,-6,-12,1.1,0.8,1,-4,0.9,1,-6,0.68
CC(C(=O)Nc1ccc2c(c1)OCCO2)N(C)Cc1c(F)cccc1Cl (configuration not stated),7,-12,1,1.1,1,-2,1.1,1,-1,1.3
COc1ccc(C[C@H]2CN3C(=NC[C@@H]3C(C)C)N2C[C@H](C)NC(=O)c2ccc(C)c(Br)c2)cc1,-12,-12,1.1,1,1,-2,1.1,1.1,-11,0.96
Cc1c(Cl)cccc1NC(=O)CSc1nnc(CCNC(=O)OC(C)(C)C)o1,0,-18,1,1,1.1,-7,0.9,1.2,-1,1
CCC(C)(C)C1CCc2c(sc(NC(=O)c3cccs3)c2C(N)=O)C1 (configuration not stated),20,-8,1.1,1.1,0.9,10,1.1,0.8,-8,1.2
CCN(CC)c1ccc(C(=O)NN)cc1,-18,-18,1.1,0.9,1,-5,1,0.8,-6,1.1
CC(C)(C)C(=O)CSc1nnc(Nc2ccccc2)s1,16,-7,1,1,0.9,6,0.6,0.9,-2,1.8
COc1ccc(Nc2ccc(N3C(=O)CC(C)C3=O)cc2[N+](=O)[O-])cn1 (configuration not stated),-4,8,0.8,0.7,1,-3,0.8,0.7,19,1.2
Cc1c(Cl)ccc2c1NC(=O)C21NC(CCC(N)=O)[C@H]2C(=O)N(c3ccc(Cl)cc3)C(=O)[C@H]21 (some centres not stated),1,-4,1,0.8,1,3,0.9,1,-1,0.94
CCC(=O)Nc1ccc(C(=O)N2CCN(C(=O)c3ccco3)CC2)cc1,23,-6,1,0.9,1,-5,0.9,1,-1,1.3
CN(C)c1ccc(/C=N/NC(=O)C(O)c2ccc(Br)cc2)cc1 (configuration not stated),1,-3,1,1,1.1,-7,1,1,-2,1.6
O=C(NCCN1C(=O)S/C(=C\c2ccc(Cl)cc2)C1=O)c1ccc(F)c(S(=O)(=O)N2CCOCC2)c1,30,1,1.1,0.9,1,-3,1,1,-6,1.1
CN(c1ncc(C(F)(F)F)cc1Cl)n1cc(C(N)=O)c2ccccc2c1=O,21,-17,1.1,1,1.1,-5,1,0.9,-7,1.3
O=C(c1ccc(Cl)cc1)C1CCN(C(=O)N2CCOCC2)CC1,5,-14,1.1,1,1.1,-8,1,1,-6,1
COc1ccc(OCCOCCN2CCOCC2)cc1,1,-7,1,1,1,-1,1,1,1,0.85
Cc1ccc(S(=O)(=O)N2CCN(C(=O)CSc3ncc(C(F)(F)F)cc3Cl)CC2)cc1,2,-10,1,1,0.4,58*,0.9,1,-2,0.95
COCCCNC(=O)c1ccc([N+](=O)[O-])c(Cl)c1,-2,-10,1,1,1.1,-6,1,1,-3,1.2
O=C(O)CCCC(=O)Nc1ccn(-c2ccccc2)n1,14,-1,1.1,1.1,1.1,-8,1.1,1,-5,1.2
O=C(CSc1nc2c(c(=O)n1-c1ccccc1)SCC2)N1CCN(c2ccccc2)CC1,7,-8,1.1,1,1.1,-7,1,1,-6,0.72
Clc1ccc(CO/N=C/c2c(-c3ccccc3)nc3n2CCS3)c(Cl)c1,-8,-8,1,0.9,1.1,-8,0.9,0.9,-3,0.93

# Not a hit list; overall some 3.6% were active at least once.
